Compound activity deposited in PubChem by NMMLSC.
T cell modulator – T cell immune modulators affecting CD8 T cell-vesicle binding; 2C CD8+ T cell-vesicle binding, flow cytometry; stronger effect = lower value; calls only at 7 µM; 330,000 compounds, 0.068% hits; AID 2052;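 active = response, share of CD8 T cells binding vesicles, and their 90th percentile fluorescence all below set limits, cut at about 80% in these data, passing the limit was not always enough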
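Material: murine 2C transgenic CD8+ T lymphocytes / Also added: QL9-peptide-loaded Drosophila micro-vesicles bearing Ld, ICAM-1 and B7-1 / Schedule: binding step 1.5 h, 37 °C, antibody labelling 20 min, ice / Signal: flow cytometry, PE anti-B7-1 (FL2) versus Alexa647 anti-CD8 (FL8), PFA-fixed / Evaluation: percent CD8+ FL2 mean versus row control / Benchmarks: naked versus QL9-loaded vesicles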
Myeloid diff 2 – compounds promoting myeloid differentiation; ER-HoxA9 myeloid progenitors, lysozyme-GFP differentiation, flow cytometry; AID 624256; calls only at 10 µM; 360,000 compounds, 1% hits;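 active = normalized GFP-positive differentiation at or above the plate's own cutoff, the solvent-only control mean plus 3 SD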;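 note: cells exposed to compound for four days before flow analysis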
T cell modulator vesicle-bound % – second read-out of T cell modulator, no call of its own (marks repeat the call); double positive events, %; measured here: CD8+ vesicle-bound cell fraction;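 binding gate set so that unloaded-vesicle control wells show 10% double positive cells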
Myeloid diff 2 GFP+ MAC1+ % – second read-out of Myeloid diff 2, no call of its own (marks repeat the call); GFP+ MAC1+ double positive, %; measured here: differentiation confirmed by MAC1 staining
Numbers without * were called inactive; i = inactive; + = active, no number. This is a subset (hit frequency here may not be typical).

Fields – T cell modulator, T cell modulator vesicle-bound %, Myeloid diff 2, Myeloid diff 2 GFP+ MAC1+ %
- CO[C@H]1/C=C/O[C@@]2(C)Oc3c(C)c(O)c4c(O)c(c(C=NN5CCN(C)CC5)c(O)c4c3C2=O)NC(=O)/C(C)=C\C=C\[C@H](C)[C@H](O)[C@@H](C)[C@@H](O)[C@@H](C)[C@H](OC(C)=O)[C@@H]1C
→ i, 29, i, 2.0
- COCCn1c(SCC(=O)Nc2ccc3[nH]c(=O)[nH]c3c2)nc2ccccc21
→ i, 34, i, 0.8
- CCCOc1ccc(C(=O)NNC(=O)CCNC(=O)c2ccco2)cc1OC
→ i, 18, i, 1.6
- Cc1ccccc1CN1CCN(C(=O)c2ccc(S(=O)(=O)NCc3ccco3)cc2)CC1
→ i, 24, i, 0.6
- Clc1ccc(N2CCN(Cc3c[nH]c4ncccc34)CC2)cc1
→ i, 23, i, 4.2
- CCN(CC)c1ccc(/C=N/N2CC(=O)NC2=S)cc1
→ i, 65, i, 1.3
- COc1ccc(NC(=O)CSCC(=O)Nc2cccc(S(=O)(=O)N3CCCCCC3)c2)cc1
→ i, 2, i, 0.4
- CN1CCN(c2ccc(S(=O)(=O)N3CCOCC3)cc2NC(=O)Cc2ccccc2F)CC1
→ i, 4, i, 0.6
- COc1ccc2c(c1)CC[C@@H]1[C@@H]2CC[C@]2(C)[C@@H](C(=O)O)C[C@@H]12
→ i, 14, i, 2.5
- Cc1cccc(NC(=O)CNC(=O)C(NC(=O)Cc2ccccc2)C(C)C)c1C (centres undefined)
→ i, 25, i, 2.3
- COc1ccc(CCNC(=O)C2=CC=CN3CCS(=O)(=O)N=C23)cc1
→ i, 27, i, 0.4
- CCN(CC(=O)NCc1cccs1)C(=O)CCCOc1ccc(C(C)(C)C)cc1
→ i, 37, i, 1.0
- Cc1cc(C)n2nc(SCC(=O)N(CCC#N)c3ccccc3F)nc2n1
→ i, 36, i, 1.0
- Cc1nn(CC(=O)Nc2ccc3c(c2)OCCO3)c(C)c1[N+](=O)[O-]
→ i, 26, i, 0.4
- Cc1ccc(-c2nc(SC(C)C(=O)c3c(N)n(C)c(=O)n(C)c3=O)n[nH]2)cc1 (centres undefined)
→ i, 28, i, 1.1
- Cc1cccc(NC(=O)c2ccccc2C(=O)Nc2cccc(C)c2)c1
→ i, 38, i, 0.4
- CCCCN1C(=N)N([C@@H](C)CN2CCC[C@H]2CN2C(N)=NC[C@@H]2Cc2ccccc2)C[C@H]1[C@H](C)CC
→ i, 11, i, 2.4
- CN(CC(=O)Nc1cccc(F)c1)C(=O)CN1c2cccc3cccc(c23)S1(=O)=O
→ i, 32, i, 1.2
- COCCN(C(=O)CSc1ncn[nH]1)c1c(N)n(Cc2ccccc2)c(=O)[nH]c1=O
→ i, 51, i, 0.9
- CC(OC(=O)c1cccc(-n2cnnn2)c1)C(=O)Nc1ccc(N(C)C)cc1 (centres undefined)
→ i, 41, i, 0.5
- CO[C@@]1(NC(=O)C2SC(=C(C(N)=O)C(=O)O)S2)C(=O)N2C(C(=O)O)=C(CSc3nnnn3C)CS[C@@H]21 (some centres undefined)
→ i, 66, i, 3.7
- COc1ccccc1C(=O)N(C)CC(=O)Nc1ccc(N2CCOCC2)cc1
→ i, 22, i, 0.1
- COc1ccc(NS(=O)(=O)c2cccc(C(=O)NNC(=O)c3ccc(Br)o3)c2)cc1
→ i, 33, i, 0.4
- Cc1ccc(C(=O)COC(=O)c2ccc(Cl)c(N)c2)s1
→ i, 39, i, 0.5
- CN(CC(=O)Nc1cccc(F)c1)C(=O)c1cn(-c2ccccc2)nc1-c1ccc(Cl)cc1
→ i, 39, i, 0.9
- COC(=O)C1CC(O)CN1S(=O)(=O)c1ccc2ccccc2c1 (centres undefined)
→ i, 38, i, 0.1
- COc1ccc(NC(=O)c2ccc3c(c2)S(=O)(=O)c2ccccc2C3=O)cc1
→ i, 18, i, 1.5
- COc1ccc(C(=O)NCCS(=O)(=O)N2CCOCC2)cc1
→ i, 52, i, 1.6
- Cc1ccc(SCCC(=O)N2CCN(S(=O)(=O)c3ccccc3)CC2)cc1
→ i, 38, i, 0.8
- CCOCc1c(C(=O)N2CCN(Cc3ccc(Br)s3)CC2)oc2ccccc12
→ i, 46, i, 1.6

Pulled by compound from the list above:
Fields – T cell modulator, T cell modulator vesicle-bound %, Myeloid diff 2, Myeloid diff 2 GFP+ MAC1+ %
- COCCN(C(=O)CSc1ncn[nH]1)c1c(N)n(Cc2ccccc2)c(=O)[nH]c1=O
→ i, 51, i, 0.9
- Cc1ccc(SCCC(=O)N2CCN(S(=O)(=O)c3ccccc3)CC2)cc1
→ i, 38, i, 0.8
- COc1ccc(NC(=O)CSCC(=O)Nc2cccc(S(=O)(=O)N3CCCCCC3)c2)cc1
→ i, 2, i, 0.4
- CCOCc1c(C(=O)N2CCN(Cc3ccc(Br)s3)CC2)oc2ccccc12
→ i, 46, i, 1.6
- COCCn1c(SCC(=O)Nc2ccc3[nH]c(=O)[nH]c3c2)nc2ccccc21
→ i, 34, i, 0.8
- Cc1ccc(C(=O)COC(=O)c2ccc(Cl)c(N)c2)s1
→ i, 39, i, 0.5

The listing picks up, starting 2 compounds before the break.
Fields – T cell modulator, T cell modulator vesicle-bound %, Myeloid diff 2, Myeloid diff 2 GFP+ MAC1+ %
- Cc1ccc(SCCC(=O)N2CCN(S(=O)(=O)c3ccccc3)CC2)cc1
→ i, 38, i, 0.8
- CCOCc1c(C(=O)N2CCN(Cc3ccc(Br)s3)CC2)oc2ccccc12
→ i, 46, i, 1.6
- COCCC(C(=O)Oc1c(C(C)(C)C)cc(C)cc1C(C)(C)C)c1ccccc1 (centres undefined)
→ i, 17, i, 1.1
- CC(C(=O)Nc1nnc(C2CC2)s1)N1C(=O)C2CC=CCC2C1=O (centres undefined)
→ i, 31, i, 0.2
- COc1cccc(C(=O)NOCc2ccc(C)cc2)c1OC
→ i, 20, i, 0.5
- CSc1ccc(S(=O)(=O)NCC(=O)OCC(=O)NCc2ccco2)cc1[N+](=O)[O-]
→ i, 25, i, 0.7
- CCCCn1c(N)c(N(C)C(=O)c2ccc(-n3cccn3)cc2)c(=O)[nH]c1=O
→ i, 36, i, 0.1
- O=C(CC1C[C@H](C(=O)N2CCCCC2)[C@@]2(CCc3ccccc3)c3[nH]c4ccccc4c3CCN2C1=O)NCCCn1ccnc1 (some centres undefined)
→ i, 12, i, 0.7
- O=C1c2ccccc2S(=O)(=O)c2cc(C(=O)N3CCC(N4CCCC4)CC3)ccc21
→ i, 10, i, 1.9
- C[C@@H](C(=O)OCC(=O)c1ccc(F)c(F)c1)N1C(=O)C2CCCCC2C1=O (some centres undefined)
→ i, 48, i, 0.1
- Fc1ccc(NC(=S)N2CCN(c3ccccn3)CC2)cc1Cl
→ i, 49, i, 0.5
- O=C1CCCCCCCCCC/C(=N\O)CCCO1
→ i, 35, i, 0.4
- CCN1C(=O)CC(c2ccccc2)N(C2CCCC2)c2nc(Nc3ccc(C(=O)NC4CCN(C)CC4)cc3OC)ncc21 (centres undefined)
→ i, 21, i, 1.8
- COc1ccc(NC(=O)c2ccc(S(=O)(=O)N3CCCC3)cc2)cc1OC
→ i, 34, i, 0.9
- Cc1cccc(C(=O)OCC(=O)N2CCCCCC2)c1C
→ i, 32, i, 1.4
- CCC1(c2ccc(Cl)cc2)NC(=O)N(CC(=O)NCc2ccc(F)cc2)C1=O (centres undefined)
→ i, 45, i, 0.7
- COc1ccc(C(=O)N2CCN(c3ncccn3)CC2)cc1S(=O)(=O)N1CCOCC1
→ i, 26, i, 1.2
- COc1cc(/C=C(\C#N)C(=O)c2ccc(O)c(O)c2)cc(I)c1O
→ i, 25, +, 9.7*
- COc1cc(C(=O)NNC(=O)CN2C(=O)NC(C)(c3ccc(C)cc3)C2=O)cc(OC)c1OC (centres undefined)
→ i, 27, i, 1.8
- O=C(COC(=O)COc1ccccc1F)NCCc1ccc(F)cc1
→ i, 33, i, 0.8
- COc1ccc(NC(C)=O)cc1S(=O)(=O)N1CCN(Cc2cccs2)CC1
→ i, 36, i, 0.3
- COc1ccc(NC(=O)Nc2ccc3c(c2)CC(=O)N([C@H](C)CO)C[C@H](C)[C@H](CN(C)Cc2ccc(C(=O)O)cc2)O3)cc1
→ i, 42, i, 0.9
- Cc1cccnc1NC(=O)c1ccc2c(c1)OCO2
→ i, 19, i, 0.7
- COc1ccc(C(=O)OCC(=O)NC(=O)Nc2ccccc2F)c(OC)c1
→ i, 32, i, 0.4
- COc1ccccc1C(=O)NCCC(=O)NCc1cccs1
→ i, 41, i, 1.4
- Cc1ccc2c(c1)C1C[N+](C)(CC(=O)c3ccccc3)CCC1N2C(=O)c1ccccc1Cl (centres undefined)
→ i, 25, i, 7.1
- CN(C(=O)COC(=O)COc1ccccc1Cc1ccccc1)c1ccccc1
→ i, 38, i, 0.8
- Cc1ccnc2nc(C(=O)OCC(=O)c3ccc(NC(=O)CC(C)C)cc3)nn12
→ i, 16, i, 1.1
- Cc1ccnc2nc(C(=O)OCC(=O)N(Cc3ccccc3)C(C)C)nn12
→ i, 53, i, 0.4
- COc1ccc(C(CNC(=O)c2cccc(S(=O)(=O)N3CCOCC3)c2)N2CCCC2)cc1 (centres undefined)
→ i, 42, i, 0.7
- CCCCN1CCNC[C@@H]1c1ccccc1
→ i, 31, i, 0.7
- O=C1c2ccc(Cl)cc2S(=O)(=O)c2cccc(C(=O)N3CCN(c4ncc(Br)cn4)CC3)c21
→ i, 19, i, 0.7
- Cn1c(=O)[nH]c(=O)c2c1[nH]c(=S)n2Cc1ccc(Cl)cc1
→ i, 36, i, 0.7
- CC/C=C(/NC(C)=O)c1ccccc1
→ i, 28, i, 0.8
- Cc1ccc(C(=O)OCc2cc(=O)n3ccsc3n2)s1
→ i, 31, i, 1.0
- O=C(NCC(=O)N1CCCCCCC1)c1ccco1
→ i, 46, i, 0.5
- COc1ccc(/C=C2\C(=O)NCC(=O)N2C)cc1
→ i, 58, +, 7.2*
- CNC[C@@H]1Oc2ccc(NC(=O)Nc3ccccc3)cc2C(=O)N([C@@H](C)CO)C[C@H]1C
→ i, 5, i, 1.4
- CC(C)(C)OC(=O)C[C@H]1C/C=C\C[C@@H](CC(=O)NCCO)C(=O)NC[C@H](c2ccccc2)OC1=O
→ i, 27, i, 0.9
- CCCCN(C(=O)CC1CCCCC1)c1c(N)n(CC(C)C)c(=O)[nH]c1=O
→ i, 25, i, 0.4
- COc1cc2oc3ccc(C#Cc4ccc(N)cc4)cc3c(=O)c2cc1OC
→ i, 5, i, 0.8
- Cc1ccc(S(=O)(=O)N2CCCC2CNC(=O)C(=O)Nc2ccc(F)cc2)cc1 (centres undefined)
→ i, 27, i, 0.8
- CN(CC(=O)Nc1cc(S(=O)(=O)N2CCCCCC2)ccc1Cl)Cc1ccc2c(c1)OCO2
→ i, 34, i, 0.7
- O=C(CCNS(=O)(=O)c1cccs1)N1CCN(c2cccc(C(F)(F)F)c2)CC1
→ i, 8, i, 1.9
- COc1ccc(Br)cc1CN(C)C(=O)Cc1ccc(S(=O)(=O)N2CCOCC2)s1
→ i, 24, i, 1.2
- O=C(C[C@H]1C/C=C\CC[C@H](Cc2ccc(F)cc2)C(=O)OC[C@H]2CCCN2C1=O)N[C@H](CO)Cc1ccccc1
→ i, 18, i, 1.6
- O=C(Nc1ccncc1)c1cccc(S(=O)(=O)N2CCOCC2)c1
→ i, 44, i, 1.0
- Cc1n[nH]c(=O)c2c(NC(=O)CSc3nnnn3-c3ccccc3)oc(C)c12
→ i, 28, i, 0.7
- O=C(CN1CCN(c2ccc(O)cc2)CC1)NCC(=O)Nc1ccc(F)c(F)c1F
→ i, 10, i, 1.8
- Cc1ccnc(N2C(=O)c3ccccc3C2=O)c1
→ i, 31, i, 0.5
- CCc1ccc(N2CCN(S(=O)(=O)CC34CCC(CC3=O)C4(C)C)CC2)cc1 (centres undefined)
→ i, 55, i, 0.2
- CC(C)C(NC(=O)c1c(F)cccc1F)C(=O)N1CCN(c2ncccn2)CC1 (centres undefined)
→ i, 58, i, 1.3
- COc1ccc(C(=O)OCC(=O)c2ccc(Br)s2)c(OC)c1
→ i, 15, i, 0.8
- COCCCNC(=O)CC1C[C@H](C(=O)N(C(C)C)C(C)C)[C@@]2(C)c3[nH]c4ccccc4c3CCN2C1=O (some centres undefined)
→ i, 8, i, 0.3
- O=c1ccc(-c2ccccc2)nn1Cc1ccccc1
→ i, 55, i, 0.3
- COc1ccc(-c2csc(NC(C)c3nc4cc(Cl)c(Cl)cc4n3CCCO)n2)cc1 (centres undefined)
→ i, 47, i, 0.7
- O=C(CNS(=O)(=O)c1ccccc1)OCC(=O)c1c[nH]c2ccccc12
→ i, 44, +, 0.7*
- CCCCNC(=O)CNC(=O)c1nn(-c2ccc(OC)cc2OC)c(=O)c2ccccc12
→ i, 38, i, 0.4
